NPC1 promoter act: NPC1 promoter activation. Huh7 NPC1 promoter luciferase reporter, 24 h. Potency, µM (highest dose often 9.22 µM), without a hit: top-dose activation, actives largely listed as activators. 2.4% of 320,000 active. AID 485313;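 also: % of control where 0% means no effect; nearly all actives have a fitted effect of over 60% in size; reporter is driven by a mutant NPC1 promoter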
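Huh7 reporter cells (NPC1 promoter driving luciferase) are dosed with compound for 24 h at 37 °C, 5% CO2; luciferase detection reagent is then added and luminescence measured after 10 min at ambient temperature.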
BRCA1 expr act: activators of BRCA1 expression | 1.1% of 380,000 active | MCF7-BRCA1-FFLuc reporter, luminescence, 48 h; response scale: scaled: vehicle 0%, 10 µM genistein 100% | Potency, µM (doses to about 46.1 µM), for inactives: at the highest dose activation, usual class: activators | AID 624202; also: nearly all actives have a fitted effect of over 80% in size; some results filed as inactive show a strong effect at the top dose
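Quantitative HTS in MCF7 cells stably reporting BRCA1 expression via firefly luciferase. Compound treatment lasts 48 h at 37 °C in phenol-red free MEM. Activation is expressed relative to genistein at 10 microM and DMSO.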
Gal4-VP16 FLuc: inhibits Gal4-VP16 luciferase reporter, ROR gamma counter-screen | Drosophila S2 Gal4-VP16 UAS-luciferase, luminescence, 20 h | Potency, µM (titrated, usually from 53.6 µM), for inactives: top-dose activity, negative = inhibition, most hits filed as inhibitors | 3.5% of 310,000 active;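 also: Gal4-VP16 expression switched on by copper sulfate through the metallothionein promoter; % is scaled to controls: 0 for no effect and ±100 for the full control effect; nearly all actives have a fitted effect of over 50% in size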
MBNL1 CUG block: inhibitors of human MBNL1 binding to CUG repeat RNA | TR-FRET MBNL1-His/biotin-(CUG)12 binding, 665/545 ratio | 0.036% of 280,000 active | Q9NR56 | AID 2675 | Potency, µM (top dose mostly 57.5 µM), without a hit: at the top dose activity change, negative = inhibition, most hits filed as inhibitors; active = well fitted inhibition curve with a large enough effect in the signal ratio, with a control signal flat, not every such curve was filed as active; inconclusive = small, poorly fitted or top-dose-only effect, or effect the other way, or a change in a side signal; inactive = no such curve, though single readings can be large or run the other way; the % refers to the signal ratio; also: % is scaled to controls: 0 for no effect and ±100 for the full control effect
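His-tagged MBNL1 binding to biotinylated (CUG)12 RNA was measured by TR-FRET using terbium anti-His antibody (0.055 ng/ul final) and streptavidin-XL665 (5 nM final). Compounds were titrated 92 nM to 58 uM; 60 min at room temperature.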
uPA generation: inhibitors of cell surface uPA generation | cell surface uPA generation assay, qHTS | Potency, µM (doses to about 38.3 µM), without a hit: at the top dose activity change, negative = inhibition, usual class: inhibitors | 0.31% of 330,000 active | AID 540303; active = well fitted inhibition curve with a large enough effect; inconclusive = small, poorly fitted or top-dose-only effect; inactive = no such curve, though single readings can be large or run the other way; tested in mouse RAW 264.7 cells; also: % is scaled to controls: 0 for no effect and ±100 for the full control effect; nearly all actives have a fitted effect of over 55% in size
CXXC DNA block: MLL CXXC-DNA interaction inhibition. Q03164. MLL-CXXC / FITC-HOXA9 DNA fluorescence polarization. Potency, µM (doses to about 115 µM), without a hit: at the top dose activity change, negative = inhibition, actives largely listed as inhibitors. 0.037% of 290,000 active; active = well fitted inhibition curve with a large enough effect in the polarisation, with a control signal flat, not every such curve was filed as active; inconclusive = small, poorly fitted or top-dose-only effect, or effect the other way, or a change in a side signal; inactive = no such curve, though single readings can be large or run the other way; the % refers to the polarisation
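Purified MLL-CXXC (added from a 7 uM solution) was preincubated 5 min at ambient with pinned compounds in 50 mM Tris-HCl pH 7.5, 50 mM NaCl, 1 mM DTT, 0.05% BSA. Fluorescein-labeled HOX-A9 DNA (50 nM solution) followed, 30 min, then polarization read.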
p53 reactivation: mutant p53 re-activation in reporter cells; H1299 p53-A138V BP100-luciferase reporter, luminescence, 24 h; Potency, µM (titrated, usually from 92.2 µM), without a hit: at the top dose activity change, positive = activation, actives largely listed as activators; 0.063% of 320,000 active; also: % of control where 0% means no effect; nearly all actives have a fitted effect of over 45% in size
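p53-null H1299 cells stably carrying temperature-sensitive p53-A138V and a BP100-luciferase reporter were pinned with compounds (4-point, 1:5 series) and held 24 hrs at 37 deg C. Luminescence was read 10 min after detection reagent.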
RORg inh: inhibitors of mouse ROR gamma transcriptional activity. Drosophila S2 Gal4-RORgamma UAS-luciferase reporter, 20 h. AID 2551. Potency, µM (highest dose often 53.6 µM), inactives show at the highest dose activity change, negative = inhibition, usual class: inhibitors. P51450. 5.4% of 310,000 active; also: % is scaled to controls: 0 for no effect and ±100 for the full control effect; nearly all actives have a fitted effect of over 60% in size
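Read-out: Photinus luciferase luminescence; inhibitors lower reporter signal. Insect Schneider cells with Gal4-ROR gamma fusion under metallothionein promoter, UAS reporter; 700 uM final copper sulfate induction, 20 hr, ambient temperature.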
FLuc counter: firefly luciferase modulation, counter-screen for miR-21 project. Potency, µM (doses to about 57.5 µM), for the others: top-dose activity change, negative = inhibition, most hits filed as inhibitors. 6.9% of 360,000 active. purified FLuc, Km substrates, luminescence inhibition. P08659. AID 588342;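 also: plate controls were vehicle for no effect and reference inhibitor for full effect; nearly all actives have a fitted effect of over 55% in size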
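Biochemical qHTS of compounds, final roughly 60 µM downward over six points, against 10 nM purified firefly luciferase using Km concentrations of substrates (10 uM D-luciferin, 10 uM ATP) in Tris acetate pH 7.5 buffer; luminescence output.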
ELG1 genotox: induces genotoxicity in HEK293T cells with luciferase-tagged ELG1; HEK293T ELG1-luciferase reporter, luminescence, 16 h; Potency, µM (doses to about 46 µM), inactives show at the highest dose activity change, positive = activation, actives largely listed as activators; 1.3% of 330,000 active; AID 504466; also: % of control where 0% means no effect; nearly all actives have a fitted effect of over 60% in size
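Screening used a luciferase reporter fused to human ELG1 in HEK293T cells. Luminescence was read on a CCD plate imager after 16 hr exposure and 30 min ONE-Glo incubation.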
Rab9 promoter act: Rab9 promoter activation; Potency, µM (titrated, usually from 9.22 µM), inactives show top-dose activation, negative = inhibition, actives largely listed as activators; Huh7 Rab9 promoter-luciferase reporter, luminescence, 24 h; AID 485297; 2.8% of 320,000 active; also: % of control where 0% means no effect; nearly all actives have a fitted effect of over 60% in size
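Huh7 cells stably carrying Rab9 promoter–luciferase reporter, plated 1500 cells/well, compound added after 2 h and incubated 24 h at 37 °C; luciferase luminescence then read after 10 min with detection reagent.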
Numbers without * were called inactive; ? = inconclusive; . = no result given; [ ] = remark or other dose. Unless noted, calls follow the shape of the dose curve; as a rule, active = well fitted curve in the direction sought with a large enough effect; inconclusive = small, poorly fitted or top-dose-only effect, or another doubt; inactive = no such curve, though single readings can be large; an effect the other way counts as inactive or inconclusive. Potency is read from the fitted curve at half-maximal effect. This is a subset. The share of hits here may be higher or lower than overall.

SMILES	NPC1 promoter act	BRCA1 expr act	Gal4-VP16 FLuc	MBNL1 CUG block	uPA generation	CXXC DNA block	p53 reactivation	RORg inh	FLuc counter	ELG1 genotox	Rab9 promoter act
CCc1nc2oc3ccc(C)cc3c(=O)c2cc1C(=O)OC	3.5µM*	6.3µM*	3%	10%	3%	10%	5%	4%	3µM*	?	3.5µM*
O=C1CC(c2ccccc2)CC(O)=C1C=NCC1CCCO1 (stereo not drawn)	2%	1%	-8%	-7%	-9%	3%	0%	12%	-6%	-2%	-1%
O=C(O)CCCC(=O)NS(=O)(=O)c1ccc(Cl)cc1	0%	0%	10%	-10%	-4%	-2%	-2%	4%	-2%	-5%	0%
CC1CCCC(NC(=O)C2N(CCCN3CCCC3)C(=O)C3C(C(=O)Nc4ccc(Cl)cc4)C4C=CC32O4)C1C (stereo not drawn)	0%	-16%	16%	-5%	-1%	9%	-5%	-20%	-2%	-4%	-4%
N#CC(c1ccc(Cl)cc1)c1ncc(C(F)(F)F)cc1Cl (stereo not drawn)	-1%	0%	1%	1%	5%	2%	5%	8%	0%	-4%	-9%
CC1(C)C(=O)C2(CCCCC2)C(=O)OC1c1cccc([N+](=O)[O-])c1 (stereo not drawn)	-3%	11%	-6%	-7%	3%	-4%	-3%	34%	4%	-2%	-2%
CC(C)CC(=O)N/C(N)=N/c1nc2ccccc2s1	0.5µM*	?	?	-3%	-4%	-7%	?	?	0.95µM*	?	2.8µM*
O=C(COc1ccccc1)Nc1ccc2c(c1)nc1n2CCOC1	?	48%	13%	-4%	.	0%	7%	0%	?	?	?
COc1ccc(C(=O)c2cccc(C(=O)c3ccc(OC)c(C)c3)c2)cc1C	7%	-4%	6%	1%	1%	5%	2%	4%	-1%	-1%	0%
CCN(CC)S(=O)(=O)c1ccc(C(=O)Nc2nnc(C(C)C)s2)cc1	8%	37%	-13%	0%	6%	6%	12%	-4%	-4%	?	-5%
N/C(=N\c1nc2c(c(=O)[nH]1)CCC2)Nc1cccc2ccccc12	14%	0%	5%	4%	.	10%	0%	5%	3%	4%	2%
O=C(O)CCN1C(=O)/C(=C/c2cn(-c3ccccc3)nc2-c2cccs2)SC1=S	-4%	-13%	0%	5%	0%	-5%	0%	-9%	-3%	-3%	-4%
CC(C)CN(/C=N/c1sc2c(c1C#N)CCCCC2)CC(C)C	5%	-11%	-11%	2%	6%	-16%	1%	-8%	-12%	2%	16%
COCCCNC(=O)CCc1nc2cccnc2n1Cc1ccccc1	3%	2%	-3%	-9%	.	5%	-7%	-13%	3%	2%	2%
CCN(c1ccccc1)S(=O)(=O)c1ccc(C(=O)Nc2ccc(C)cn2)cc1	-7%	4%	.	.	-2%	.	23%	.	?	-4%	-15%
CC1=C/C(=C(\c2ccc(O)c(C)c2)c2ccccc2S(=O)(=O)O)C=CC1=O	2%	16%	-11%	?	0%	4%	-4%	0%	0%	-1%	-1%
COc1ccc(C)cc1NC(=O)C1CCN(S(=O)(=O)c2ccccc2)CC1	1%	-10%	0%	-3%	-15%	1%	?	10%	3%	-1%	2%
CCN(CC)c1ccc(C2C3CCCCC3(O)CCN2C(=O)c2cccs2)cc1 (stereo not drawn)	-4%	10%	3%	5%	1%	-2%	10%	5%	1%	-2%	0%
O=C(/C=C/c1ccoc1)c1ccccc1O	-3%	11%	-6%	.	1%	6%	?	?	9.5µM*	?	-3%
Cc1nc2ccccc2c(=O)n1/N=C/c1ccc2ccccc2c1O	12%	-65%	-4%	1%	-17%	8%	9%	18%	3%	-3%	-4%
Cc1cc(NC(=O)c2cccc(S(=O)(=O)Nc3cccc(C(=O)O)c3)c2)no1	0%	0%	3%	-7%	-1%	-8%	6%	27%	2%	1%	2%
COc1ccccc1CN1C[C@@H]2C[C@@H](c3cccc(C)n3)N3CCC[C@@]23C1=O	-4%	-5%	5%	-2%	5%	2%	-4%	-3%	1%	-4%	2%
CN(CC(=O)NNC(=O)CNC(=O)c1ccccc1F)S(=O)(=O)c1ccc(Cl)cc1	-3%	1%	.	.	11%	.	-3%	.	2%	-1%	1%
CC1(C(=O)Nc2nccs2)Cc2ccccc2C(=O)O1 (stereo not drawn)	-2%	-4%	8%	-3%	-4%	-6%	-11%	-25%	3%	-1%	-6%

Already shown: entries from further up.
SMILES	NPC1 promoter act	BRCA1 expr act	Gal4-VP16 FLuc	MBNL1 CUG block	uPA generation	CXXC DNA block	p53 reactivation	RORg inh	FLuc counter	ELG1 genotox	Rab9 promoter act
COc1ccc(C)cc1NC(=O)C1CCN(S(=O)(=O)c2ccccc2)CC1	1%	-10%	0%	-3%	-15%	1%	?	10%	3%	-1%	2%
CCN(CC)c1ccc(C2C3CCCCC3(O)CCN2C(=O)c2cccs2)cc1 (stereo not drawn)	-4%	10%	3%	5%	1%	-2%	10%	5%	1%	-2%	0%
O=C(/C=C/c1ccoc1)c1ccccc1O	-3%	11%	-6%	.	1%	6%	?	?	9.5µM*	?	-3%
Cc1nc2ccccc2c(=O)n1/N=C/c1ccc2ccccc2c1O	12%	-65%	-4%	1%	-17%	8%	9%	18%	3%	-3%	-4%
Cc1cc(NC(=O)c2cccc(S(=O)(=O)Nc3cccc(C(=O)O)c3)c2)no1	0%	0%	3%	-7%	-1%	-8%	6%	27%	2%	1%	2%
COc1ccccc1CN1C[C@@H]2C[C@@H](c3cccc(C)n3)N3CCC[C@@]23C1=O	-4%	-5%	5%	-2%	5%	2%	-4%	-3%	1%	-4%	2%
CN(CC(=O)NNC(=O)CNC(=O)c1ccccc1F)S(=O)(=O)c1ccc(Cl)cc1	-3%	1%	.	.	11%	.	-3%	.	2%	-1%	1%
CC1(C(=O)Nc2nccs2)Cc2ccccc2C(=O)O1 (stereo not drawn)	-2%	-4%	8%	-3%	-4%	-6%	-11%	-25%	3%	-1%	-6%

More structures follow.
SMILES	NPC1 promoter act	BRCA1 expr act	Gal4-VP16 FLuc	MBNL1 CUG block	uPA generation	CXXC DNA block	p53 reactivation	RORg inh	FLuc counter	ELG1 genotox	Rab9 promoter act
c1ccc(-c2ccccc2OCCn2cncn2)cc1	-3%	1%	?	?	-5%	8%	-10%	?	7%	-10%	1%
Cc1ccc(S(=O)(=O)NC2=NCN(C3CCCCC3)CN2)cc1	1%	13%	-6%	1%	-1%	4%	-3%	5%	-1%	0%	-1%
COc1ccc(/C=C/CN2CCN(Cc3ccccc3)C(CCO)C2)cc1 (stereo not drawn)	-1%	-1%	-8%	-12%	0%	9%	1%	1%	-2%	0%	7%
COc1ccc(C(=O)Nc2cccc(C(=O)N/N=C/c3ccc(OC)cc3OC)c2)cc1	?	-70%	14µM*	13%	-13%	8%	6%	10µM*	1.9µM*	1%	4µM*
O=C(NCCCN1CCCC1)c1ccc(CS(=O)(=O)c2c(Cl)cccc2Cl)o1	0%	0%	-16%	-5%	3%	-11%	1%	0%	5%	3%	-3%
O=C(Cn1cnc2ccccc2c1=O)c1ccccc1	15%	78%	13%	?	2%	-2%	13%	?	?	11%	11%
O=C1NCCCN1Cc1ccc(Cl)cc1	3%	-1%	-16%	-3%	9%	-2%	-3%	5%	0%	-2%	1%
Cc1ccc(-n2c(CNc3ccc(F)cc3)nnc2SCC(=O)N2CCCC2)cc1	2%	-6%	0%	-17%	-1%	2%	-11%	28%	-1%	-3%	4%
CCCc1cc(=O)[nH]c(SCC(=O)N(CC(C)C)C2CCS(=O)(=O)C2)n1 (stereo not drawn)	0%	5%	1%	-1%	-2%	3%	-3%	-3%	-1%	-2%	-3%
COc1ccc(CN2CC34C=CC(O3)C(C(=O)O)C4C2=O)cc1 (stereo not drawn)	-2%	-5%	5%	15%	5%	-2%	-5%	-2%	0%	0%	4%
CC(C)CNC(=O)CSc1nnc(-c2ccc(Cl)cc2)n1N	3%	-14%	5%	-8%	-6%	-3%	6%	22%	-3%	2%	21%
COc1cc2ccccc2cc1C(=O)Nc1nc(C)c(C(C)=O)s1	4µM*	96%	?	-6%	13%	-4%	?	-13%	4.8µM*	?	4µM*
CCOC(=O)N1CCN(S(=O)(=O)c2ccc(C(=O)Nc3sc4c(c3C(N)=O)CCN(CC)C4)cc2)CC1	0%	-11%	?	4%	2%	67%[activator]	?	?	1%	?	-2%

Screening data: PubChem, National Center for Advancing Translational Sciences (NCATS)
